Gal4-VP16 FLuc: counter-screen for ROR gamma inhibitors: Gal4-VP16 reporter; Drosophila S2 Gal4-VP16 UAS-luciferase, luminescence, 20 h; Potency, µM (doses to about 53.6 µM), for the others: at the highest dose activity, negative = inhibition, hits mostly inhibitors; 3.5% of 310,000 active; AID 2546;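 note: Gal4-VP16 expression switched on by copper sulfate through the metallothionein promoter; potency is the fitted concentration of half-maximal effect; % is set by controls: 0 for no effect and ±100 for the full control effect; nearly all actives have a fitted effect of over 50% in size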
ELG1 genotoxic: genotoxicity induction in ELG1-luciferase HEK293T cells | 1.3% of 330,000 active | HEK293T ELG1-luciferase reporter, luminescence, 16 h | Potency, µM (highest dose often 46 µM), for the others: top-dose activity change, positive = activation, hits mostly activators; note: potency is the fitted concentration of half-maximal effect; % of control where 0% means no effect; nearly all actives have a fitted effect of over 60% in size
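DMSO vehicle served as control against compound-treated ELG1-luciferase HEK293T cells; exposure lasted 16 hr at 37 °C and 5% CO2, followed by ONE-Glo luminescence detection after 30 min.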
Rab9 promoter act: activates the Rab9 promoter | Potency, µM (doses to about 9.22 µM), without a hit: at the highest dose activation, negative = inhibition, usual class: activators | 2.8% of 320,000 active | Huh7 Rab9 promoter-luciferase reporter, luminescence, 24 h | AID 485297; note: potency is the fitted concentration of half-maximal effect; % of control where 0% means no effect; nearly all actives have a fitted effect of over 60% in size
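Steps: seed 1500 Huh7 Rab9-luc cells per well, rest 2 h at 37 °C; add compound in DMSO; incubate 24 h; add luciferase reagent, 10 min ambient; read luminescence.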
NPC1 prom act: activates the NPC1 promoter | 2.4% of 320,000 active | Potency, µM (series often up to 9.22 µM), for inactives: at the top dose activation, actives largely listed as activators | Huh7 NPC1 promoter luciferase reporter, 24 h | AID 485313;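 note: potency is the fitted concentration of half-maximal effect; % of control where 0% means no effect; nearly all actives have a fitted effect of over 60% in size; reporter is driven by a mutant NPC1 promoter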
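Stable NPC1-promoter luciferase Huh7 line; cpd (DMSO) 24 h, 37 °C, 5% CO2; Amplite luciferase reagent 10 min RT; luminescence readout. qHTS format.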
KCNH2 3.1 inh: KCNH2 3.1 (human) potassium channel inhibition; 0.95% of 340,000 active; AID 720553; U2OS KCNH2 3.1, thallium flux FluxOr; hits give low values; activity change, % (tested at about 1.8 µM);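 active = maximum activity change below -70%; inconclusive = maximum activity change from -70% to -50%; inactive = maximum activity change above -50%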;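 note: thallium influx rate constant from kinetic fluorescence after stimulation buffer; % is set by controls: 0 for no effect and ±100 for the full control effect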
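Thallium flux via FluxOr fluorescence (Red40 quencher, 45 min loading) in U2OS cells virally expressing the KCNH2 3.1 isoform (1.77 x 10^8 /mL virus, overnight at 37 C). Rate constants from 2-min kinetic reads post-stimulation, normalised to positive and negative controls.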
FBPA coupling cs: inhibits coupling enzyme system, counter-screen for aldolase hits; coupling enzyme system counterscreen, AmpLite Red fluorescence; activity change, negative = inhibition, % at 58.2 µM, hits read low; 0.67% of 290,000 active; AID 2472; in the data active = activity change below about -30%; note: % is set by controls: 0 for no effect and ±100 for the full control effect
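First, compound is pin-transferred into glyceraldehyde-3-phosphate coupling-enzyme reagent at 57.5 uM final and held 10 min at RT. Next, substrate, coupling system and AmpLite Red are added. After 20 min RT, fluorescence (525/598 nm) is read.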
FLuc modulator: inhibits or activates purified firefly luciferase, miR-21 counter-screen; purified FLuc, Km substrates, luminescence inhibition; Potency, µM (top dose mostly 57.5 µM), inactives show at the top dose activity change, negative = inhibition, actives largely listed as inhibitors; 6.9% of 360,000 active; AID 588342;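 note: potency is the fitted concentration of half-maximal effect; plate controls were vehicle for no effect and reference inhibitor for full effect; nearly all actives have a fitted effect of over 55% in size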
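Purified P. pyralis luciferase, 10 nM final, with Km-level 10 uM D-luciferin and 10 uM ATP in 50 mM Tris acetate pH 7.5, 10 mM Mg acetate, 0.01% Tween-20, 0.05% BSA; 6-point qHTS titration about 60 µM downward; luminescence read.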
uPA surface inh: blocks generation of uPA at the cell surface; cell surface uPA generation assay, qHTS; Potency, µM (titrated, usually from 38.3 µM), for the others: top-dose activity change, negative = inhibition, most hits filed as inhibitors; 0.31% of 330,000 active; AID 540303; active = well fitted inhibition curve with a large enough effect; inconclusive = small, poorly fitted or top-dose-only effect; inactive = no such curve, though single readings can be large or run the other way; tested in mouse RAW 264.7 cells; note: potency is the fitted concentration of half-maximal effect; % is set by controls: 0 for no effect and ±100 for the full control effect; nearly all actives have a fitted effect of over 55% in size
RORg inh: ROR gamma (mouse) transcription inhibition; Potency, µM (top dose mostly 53.6 µM), without a hit: at the top dose activity change, negative = inhibition, usual class: inhibitors; P51450; Drosophila S2 Gal4-RORgamma UAS-luciferase reporter, 20 h; 5.4% of 310,000 active; note: potency is the fitted concentration of half-maximal effect; % is set by controls: 0 for no effect and ±100 for the full control effect; nearly all actives have a fitted effect of over 60% in size
Target sequence (P51450 whole entry, looked up, the tested form may be a part): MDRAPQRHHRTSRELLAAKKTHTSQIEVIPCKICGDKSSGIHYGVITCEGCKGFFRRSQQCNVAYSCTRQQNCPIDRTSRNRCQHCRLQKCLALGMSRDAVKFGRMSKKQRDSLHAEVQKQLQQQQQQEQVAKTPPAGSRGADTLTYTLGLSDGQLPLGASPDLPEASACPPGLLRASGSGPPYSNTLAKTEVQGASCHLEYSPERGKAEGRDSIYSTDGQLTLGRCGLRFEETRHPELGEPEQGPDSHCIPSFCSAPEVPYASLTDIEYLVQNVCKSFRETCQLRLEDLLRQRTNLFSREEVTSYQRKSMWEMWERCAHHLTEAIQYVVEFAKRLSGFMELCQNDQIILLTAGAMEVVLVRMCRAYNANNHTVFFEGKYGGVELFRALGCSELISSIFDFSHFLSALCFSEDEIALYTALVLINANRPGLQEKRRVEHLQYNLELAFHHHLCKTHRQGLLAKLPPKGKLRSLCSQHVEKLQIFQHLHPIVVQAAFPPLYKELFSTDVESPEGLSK
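Luminescence from a UAS-regulated Photinus luciferase reporter in stably transfected Drosophila Schneider cells is measured; decreased signal marks ROR gamma inhibition. Fusion expression is induced by 700 uM copper sulfate for 20 hr.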
Giardia killer: Giardia lamblia killing; 0.15% of 340,000 active; Giardia lamblia trophozoite viability; activity change, % at 7.66 µM, hits read low; in the data active = activity change below about -80%; inconclusive = between about -30% and that limit;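 note: parasites exposed to compound for two days anaerobically before the ATP read; % is set by controls: 0 for no effect and ±100 for the full control effect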
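Compounds were tested on trophozoites seeded at 100 cells/well and held 48 hrs at 37 deg C anaerobically. An ATP-based luminescent kit measured the remaining live cells.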
Tb PFK inh: blocks T. brucei phosphofructokinase. O15648. T. brucei PFK, ADP-Glo luminescence. Potency, µM (series often up to 57.5 µM), inactives show at the highest dose activity, negative = inhibition, actives largely listed as inhibitors. 0.17% of 330,000 active. AID 485367;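 note: potency is the fitted concentration of half-maximal effect; 0% = uninhibited 1x PFK enzyme wells and -100% = no-enzyme wells; nearly all actives have a fitted effect of over 60% in size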
Target sequence (O15648 whole entry, looked up): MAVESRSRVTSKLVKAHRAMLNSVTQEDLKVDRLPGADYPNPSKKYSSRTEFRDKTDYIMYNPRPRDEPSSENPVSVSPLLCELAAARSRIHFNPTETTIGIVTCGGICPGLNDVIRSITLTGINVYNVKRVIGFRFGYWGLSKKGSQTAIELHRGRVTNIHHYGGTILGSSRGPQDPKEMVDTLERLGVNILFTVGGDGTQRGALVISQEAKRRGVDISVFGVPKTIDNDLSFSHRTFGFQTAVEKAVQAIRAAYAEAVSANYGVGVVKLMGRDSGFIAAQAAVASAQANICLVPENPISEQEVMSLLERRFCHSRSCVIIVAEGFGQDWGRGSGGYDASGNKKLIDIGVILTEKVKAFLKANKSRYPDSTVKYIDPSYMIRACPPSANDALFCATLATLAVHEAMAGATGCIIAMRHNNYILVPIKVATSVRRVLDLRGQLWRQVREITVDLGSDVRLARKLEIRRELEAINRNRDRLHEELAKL
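Activity is normalized to no-enzyme wells (full inhibition) and 1.25 nM enzyme wells (no inhibition). Reaction: 0.5 mM F6P, 0.1 mM ATP, 45 min RT, ADP-Glo luminescence; concentration-response curves fitted and classed by quality.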
An asterisk follows results filed as active; ? = inconclusive; . = not tested or not shown; [ ] = dose if it differs, or a comment. Unless noted, calls come from the whole dose curve; as a rule, active = well fitted curve in the direction sought with a large enough effect; inconclusive = small, poorly fitted or top-dose-only effect, or another doubt; inactive = no such curve, though single readings can be large; an effect the other way counts as inactive or inconclusive.

Compound	Gal4-VP16 FLuc	ELG1 genotoxic	Rab9 promoter act	NPC1 prom act	KCNH2 3.1 inh	FBPA coupling cs	FLuc modulator	uPA surface inh	RORg inh	Giardia killer	Tb PFK inh
CCCC1S/C(=N/N=C/c2ccc(OC)cc2)N(Cc2ccc(OC)cc2)C1=O (centres undefined)	-14%	-1%	1%	-4%	-35	-1	-11%	0%	8%	6	-1%
C=CCN1CC2(c3ccccc3)CN(CC=C)CC(c3ccccc3)(C1)C2=O	3%	-1%	-5%	1%	.	1	-2%	-2%	-3%	-5	-6%
CCOC(=O)C1CCN(c2c(NCCCN3CCCCC3)c(=O)c2=O)CC1	-1%	0%	-3%	-1%	13	-1	-1%	1%	17%	5	1%
CCOc1ccccc1C(=O)N(Cc1ccc(C)o1)C1CCS(=O)(=O)C1 (centres undefined)	-2%	0%	-2%	-3%	-7	-1	0%	1%	-26%	-9	0%
Cc1ccc(NC(=O)CN(C)C(=O)CCCN2C(=O)c3ccccc3C2=O)cc1	2%	-5%	5%	7%	2	2	0%	-3%	26%	-2	6%
O=C(NC(Cc1ccccc1)C(=O)O)/C(=C/c1ccccc1)NC(=O)c1ccco1 (centres undefined)	6%	0%	3%	7%	-3	7	0%	5%	-7%	9	4%
CCCCC1CCC(C(=O)N(CCCC)c2c(N)n(CCCC)c(=O)[nH]c2=O)CC1 (centres undefined)	-9%	-1%	-7%	-5%	.	.	7%	4%	-13%	-8	1%
Cn1nnnc1SCCNS(=O)(=O)c1ccccc1	-6%	3%	9%	14%	11	1	2%	-4%	-2%	3	3%
CC(Oc1ccccc1)c1ccn[nH]1 (centres undefined)	2%[10 µM]	2%	-1%[1.84 µM]	1%	5	-2	2%	2%	3%	-21	0%
COC(=O)c1c(NC(=O)CSc2ccccc2N)sc(C)c1C	6%	-4%	3%	0%	-11	-1	-16%	-5%	14%	-12	-3%
CCc1ccc(NC(=O)C(C)OC(=O)/C=C/c2cccc([N+](=O)[O-])c2)cc1 (centres undefined)	-18%	-2%	0%	-2%	1	5	2%	10%	26%	3	0%
CCCCc1nc2cc(C(=O)N(C)C(C)c3ccccn3)ccc2o1 (centres undefined)	-24%	10%	0%	4%	-1	-2	?	-5%	7%	-2	0%
Cc1cc(NC(=O)CN2CCN(C/C=C/c3ccccc3)CC2)c([N+](=O)[O-])cc1C	-11%	0%	-18%	-2%	-92*	3	7%	1%	1%	12	-2%
CC1=NN(c2ccccc2)C(=O)C1(C)C	0%	0%	-4%	-4%	-8	-2	-2%	10%	-19%	-27	-1%
CS(=O)(=O)c1ccc2c(c1)SC1=NC(=O)/C(=C/c3ccco3)C(=N)N12	-21%	?	?	2%	25	2	11µM*	-1%	?	-9	-16%

The list continues:
Compound	Gal4-VP16 FLuc	ELG1 genotoxic	Rab9 promoter act	NPC1 prom act	KCNH2 3.1 inh	FBPA coupling cs	FLuc modulator	uPA surface inh	RORg inh	Giardia killer	Tb PFK inh
CCCc1cc(C(=O)N2CCCC(Cc3cccc(Cl)c3)(C(=O)OCC)C2)n(C)n1 (centres undefined)	0%	-1%	22%	1%	-3	6	?	-15%	37%	-7	-2%
Cc1ccc(-c2nnn(CC(=O)N(Cc3ccco3)C(C(=O)NC(C)(C)C)c3ccc(C)o3)n2)o1 (centres undefined)	1%	-5%	-9%	-5%	-11	-2	-3%	-3%	25%	28	-1%
Cc1ccc(OCCC(=O)Nc2ccccc2C(=O)NC2CC2)cc1	5%	-2%	3%	-2%	5	.	-2%	4%	-1%	21	-12%
Cc1ccc(/C=N/NC(=O)c2cccc(NC(=O)c3ccccc3Cl)c2)o1	-9%	-4%	-2%	-2%	-17	8	17µM*	-7%	-13%	-2	-2%
Nc1[nH]n(-c2c(Cl)cc(Cl)cc2Cl)c(=O)c1N=Nc1ccc(S(=O)(=O)Nc2ncccn2)cc1	.	3%	.	.	10	.	.	0%	.	-10	-2%
CC(C(=O)NCCc1ccc(F)cc1)N1CCN(Cc2ccccc2)CC1 (centres undefined)	-5%[10 µM]	-1%	-3%	4%	12	0	-3%	-2%	22%	2	2%
CCOc1ccccc1N(CC(=O)Nc1cccnc1)S(=O)(=O)c1ccc(C)cc1	0%	-5%	-9%	-8%	-15	-1	-1%	2%	18%	6	-6%
COc1ccc(CCN2CC(C(=O)NCc3ccccc3)CCC2=O)cc1 (centres undefined)	-11%	-1%	-6%	-3%	2	.	-1%	-10%	-2%	-24	-3%
CC(C)C1Cc2nc(Cl)c(C#N)cc2CO1 (centres undefined)	10%	1%	-10%	1%	-14	3	0%	2%	22%	18	0%
CC(Oc1cccc(Cl)c1)C(=O)N1CCCN(C)CC1 (centres undefined)	-10%	3%	11%	1%	5	.	0%	5%	0%	-9	-2%
COc1ccc(OC)c(NC(=O)CC2Oc3ccccc3NC2=O)c1 (centres undefined)	-13%	8%	25%	3%	-5	-1	?	-3%	15%	31[activator]	0%
CCCn1c(-c2ccccc2)nc2c(=O)n(C)c(=O)[nH]c21	0%	0%	6%	2%	14	6	4%	2%	-17%	6	2%
CC1(C)OC(=O)C(C(c2ccccc2)C(C#N)C(N)=O)=C(O)O1 (centres undefined)	8%	1%	-1%	6%	2	-1	1%	2%	-13%	5	16%
CCOC(=O)N1CCN(C(=O)Nc2ccc3nc(C)sc3c2)CC1	-5%	6%	0%	0%	4	7	6%[2.3 µM]	-3%	16%	-9	6%
O=C(CSc1nc2ccccc2[nH]1)NC1CCCc2ccccc21 (centres undefined)	-5%	-12%	1%	0%	0	-19	3%	-6%	0%	10	-3%

Next section:
Compound	Gal4-VP16 FLuc	ELG1 genotoxic	Rab9 promoter act	NPC1 prom act	KCNH2 3.1 inh	FBPA coupling cs	FLuc modulator	uPA surface inh	RORg inh	Giardia killer	Tb PFK inh
O=C(COc1ccccc1)N1CCN(C(=O)Cc2ccccc2)CC1	5%	-4%	3%	-1%	-1	3	-1%	13%	6%	0	1%
CCOC(=O)/C(C#N)=C/C1=C(N2CCOCC2)CC(C)(C)OC1	-1%	2%	4%	1%	-4	1	-2%	-3%	33%	11	-1%
CCCCCCCCCCCCN1C(=O)CSC1c1cccnc1 (centres undefined)	?	-11%	-4%	-1%	1	-4	1%	0%	11%	13	1%
COc1ccc(CNC(=O)CCC(=O)N2CCN(C(C)=O)CC2)cc1	6%	7%	1%	-1%	13	-2	2%	1%	-34%	-13	2%
Fc1ccccc1Nc1nc2c(s1)CCc1ccccc1-2	?	8.2µM*	3.2µM*	?	.	-69*	1.9µM*	.	20%	.	-18%
COc1ccc(C(=O)NCC(=O)OCC(=O)Nc2cccc(S(=O)(=O)N3CCCC3)c2)cc1	3%	-1%	-9%	-3%	21	13	12µM*	-9%	5%	-3	2%
COc1cccc(NC(=O)N2CCCC2C(=O)Nc2ccc3c(c2)OCO3)c1 (centres undefined)	-4%	2%	-6%	-2%	-1	1	1%	-3%	-6%	-20	-1%
CC(C)(C)C(=O)NNC(=O)C1CC1(c1ccccc1)c1ccccc1 (centres undefined)	7%	5%	-3%	-2%	12	2	1%	6%	10%	13	-1%
COc1ccccc1C(C(=O)NC1CCCCC1)N(C(=O)c1csnn1)C1CC1 (centres undefined)	13%	-1%	8%	0%	0	2	0%	5%	-18%	-7	5%
c1ccc(Cc2nnc3sc(C4COc5ccccc5O4)nn23)cc1 (centres undefined)	2%	0%	5%	-3%	2	-2	-2%	1%	?	-1	0%
Cc1sc2nc(SCC(=O)N(CCO)CCO)nc(N)c2c1C	12%	2%	1%	-1%	2	0	-18%	-3%	-28%	-13	-9%
COc1ccc(N2CCN(C(=O)CSc3nnc(-c4ccco4)n3C)CC2)cc1	-4%	-8%	-18%	0%	15	0	0%	4%	-1%	-2	0%
COC(=O)c1cc(S(=O)(=O)N2CCN(C3CCCCC3)CC2)c[nH]1	2%	-2%	-6%	-5%	-7	0	0%	-11%	-4%	13	-1%
